S100A4 MyoIIA = inhibitors of human S100A4 binding to myosin IIA peptide; S100A4/TAMRA-MyoIIA peptide fluorescence polarization; inhibition, % at 10.7 µM; 360,000 compounds, 0.14% hits;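 active means mean inhibition of at least 70% across replicates, with every replicate also reaching that level; inconclusive means mean inhibition reaches 70% but some replicates fall short; inactive means mean inhibition below 70%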
Target sequence (P26447 whole entry, looked up): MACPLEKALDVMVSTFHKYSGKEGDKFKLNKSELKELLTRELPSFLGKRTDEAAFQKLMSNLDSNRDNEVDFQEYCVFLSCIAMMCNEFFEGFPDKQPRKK
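Compound dosing: one dose per compound; test system: human S100A4 monomer with TAMRA-labelled myosin IIA peptide; probe or stimulus: TAMRA-labelled myosin IIA heavy-chain peptide probe, 5 nM; medium: HEPES buffer with Ca2+, pH 7.2; schedule: 5 min incubation before reading; benchmarks: neutral control DMSO, positive control TFP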
SIRT5 inh = inhibitors of human sirtuin-5 desuccinylase. Q9NXA8. Purified SirT5, succinyl-peptide AMC, trypsin-coupled fluorescence. inhibition, % at 15 µM. 330,000 compounds, 1.1% hits; in the data active means inhibition above about 15%; inconclusive means no clear call, values can overlap the other calls
Target sequence (Q9NXA8 whole entry, looked up): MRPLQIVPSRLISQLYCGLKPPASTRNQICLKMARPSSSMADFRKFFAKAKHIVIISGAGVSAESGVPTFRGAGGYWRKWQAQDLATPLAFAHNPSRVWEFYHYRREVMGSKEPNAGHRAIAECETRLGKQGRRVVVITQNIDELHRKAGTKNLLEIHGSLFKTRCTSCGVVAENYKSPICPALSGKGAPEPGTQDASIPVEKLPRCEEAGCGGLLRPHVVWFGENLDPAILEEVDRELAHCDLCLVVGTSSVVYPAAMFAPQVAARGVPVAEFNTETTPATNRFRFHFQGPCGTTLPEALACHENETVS
Statin myotox sup = suppression of simvastatin myotoxicity. C2C12 myotubes + simvastatin, ATP luminescence, 48 h; scaled: DMSO 0, geranylgeraniol control 100. rescue of ATP level, % at 7.49 µM. 330,000 compounds, 0.78% hits. AID 602340;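 active means mean ATP rescue above about 67%, or every replicate alone reaching that limit, limit read from the data, passing the limit was not always enough; inconclusive means no clear call, values can overlap the other calls; inactive means mean under the limit and some replicate under it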;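 further: myotubes were challenged with 10 µM simvastatin during compound exposure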
PglD inh = blocks C. jejuni PglD acetyltransferase activity. purified PglD enzyme, DTNB colorimetric CoA detection. inhibition, % at 12.5 µM. 360,000 compounds, 0.098% hits. AID 602405; in the data active means inhibition above about 16%, passing the limit was not always enough; inconclusive means no clear call, values can overlap the other calls; further: strong numbers were not always called active
E-selectin induc = induces E-selectin expression in human endothelial cells; P16581; HUVEC E-selectin immunofluorescence imaging; normalized: neutral wells 0, TNF-alpha wells 100; activation, % at 7.58 µM; 260,000 compounds, 0.37% hits; AID 686992;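 active means mean E-selectin-positive cell signal at least 10% of the positive control, reached in at least 60% of replicates, without over 20% cell loss; inconclusive means no rule given, readout overlaps actives, possibly toxicity-flagged; inactive means the rest, including those meeting only one limit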;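 further: in these data hits start at about 27%; measured in HUVEC primary endothelial cells; signal is the percent of cells scored E-selectin positive by PE staining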
Target sequence (P16581 whole entry, looked up): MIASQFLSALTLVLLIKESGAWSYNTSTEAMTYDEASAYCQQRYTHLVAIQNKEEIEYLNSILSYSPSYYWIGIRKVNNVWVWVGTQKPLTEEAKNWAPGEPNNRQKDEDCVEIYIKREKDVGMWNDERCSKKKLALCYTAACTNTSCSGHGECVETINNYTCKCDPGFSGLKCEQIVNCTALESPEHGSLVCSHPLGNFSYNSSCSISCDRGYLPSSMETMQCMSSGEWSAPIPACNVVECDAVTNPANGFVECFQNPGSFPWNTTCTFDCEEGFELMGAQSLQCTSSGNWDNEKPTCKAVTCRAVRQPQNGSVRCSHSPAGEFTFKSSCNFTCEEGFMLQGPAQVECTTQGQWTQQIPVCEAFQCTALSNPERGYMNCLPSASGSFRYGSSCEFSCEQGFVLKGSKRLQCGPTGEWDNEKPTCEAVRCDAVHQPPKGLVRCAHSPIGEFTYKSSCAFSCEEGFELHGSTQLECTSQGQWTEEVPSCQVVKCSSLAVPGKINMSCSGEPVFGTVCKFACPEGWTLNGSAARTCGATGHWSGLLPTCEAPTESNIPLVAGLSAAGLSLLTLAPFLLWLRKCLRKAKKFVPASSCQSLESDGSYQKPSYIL
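System: HUVEC / Compound: single concentration / Signal: immunofluorescence imaging / Read-out: percent E-selectin-positive cells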
DENV2 CPE rescue = DENV2-induced cell death inhibition; 350,000 compounds, 1.7% hits; DENV2-infected cells, cytopathic effect rescue, plate reader; CPE inhibition, % at 9.99 µM; in the data active means CPE inhibition above about 20%, passing the limit was not always enough; inconclusive means no clear call, values can overlap the other calls; tested in BHK-21 cells;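 further: 0% = median of neutral control wells and 100% = median of positive control wells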
ERp5 inh = ERp5 (human) disulfide isomerase inhibition. Q15084. inhibition, % at 9.99 µM. AID 651711. 350,000 compounds, 0.05% hits. ERp5 insulin aggregation, absorbance 650 nm, 90 min;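 active means mean replicate inhibition above about 25%, with every replicate also reaching it, limit read from the data, passing the limit was not always enough; inconclusive means only one of those two criteria met; inactive means neither criterion met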
An asterisk follows results filed as active; ? = inconclusive; / = no result given; & = joins results of further samples. These rows are one share of the data. The share of hits here may be higher or lower than overall.

#	Molecule	S100A4 MyoIIA	SIRT5 inh	Statin myotox sup	PglD inh	E-selectin induc	DENV2 CPE rescue	ERp5 inh
1	O=[N+]([O-])c1ccc2c(OCc3nnc(-c4ccccc4Br)o3)ncnc2c1	3	-2	0	0	3.8	1	8
2	COc1ccccc1-c1ccc([C@@H]2[C@@H](C#N)N(C(=O)NC3CCCCC3)[C@@H]2CO)cc1	-14	1	6	2	-0.3	-11	-10
3	CCOC(=O)C1CCN(S(=O)(=O)c2cc(C(=O)OC)n(C)c2)CC1	5	/	2	1	-0.3	-5	5
4	CC(=O)c1sc(NC(=O)c2ccc(Cl)cc2)nc1C	-3	1	-7	/	-2.5	2	-1
5	CCn1cc(C(=O)NN)c(=O)c2cc(F)c(NC3CCCCC3)cc21	6	-6	-5	2	0.5	-2	-1
6	COc1ccc(S(=O)(=O)N2CCCC(C(=O)NC3CC3)C2)cc1OC (centres undefined)	1	-1	/	/	-0.2	/	5
7	Cc1cn([C@H]2C[C@H](O)[C@@H](CNCc3ccccc3)O2)c(=O)[nH]c1=O	0	9	-2	-4	-0.1	8	-2
8	CC(C)(C)c1cc(C(=O)N/N=C/c2ccc([N+](=O)[O-])s2)n[nH]1	0	-1	-44	7	/	7	/
9	CCN1[C@@H]2c3ccc(C4=CCCCC4)c(=O)n3C[C@H]1[C@H](CO)[C@H]2C(=O)N1CCc2ccccc2C1	-9	-6	-42	0	0.1	-2	1
10	Cn1cnc(S(=O)(=O)N[C@@H]2C=C[C@H](CC(=O)Nc3ccccc3)O[C@@H]2CO)c1	-9	3	2	1	-0.2	?	-3
11	CCc1ccc(NC(=O)N(CCCN2CCOCC2)Cc2cccs2)cc1	8	-2	-47	-8	4.3	34*	3
12	C[C@H]1CN([C@@H](C)CO)C(=O)Cc2cc(NS(=O)(=O)c3ccccc3)ccc2O[C@H]1CN(C)CC1CCCCC1	0	2	-20	0	-0.2	-3	-3
13	COc1ccc(NC(=O)CN(C)C(=O)c2cc(-c3ccc(OC)cc3)nc3ccccc23)cc1	0	-1	3	4	/	4	1
14	CC(C)CC(NC(N)=O)C(=O)NCc1ccccc1Cl (centres undefined)	5	0	/	/	/	/	-2
15	O=C(O)C[C@H]1c2ccccc2S(=O)(=O)N1c1ccccc1	-4	-3	2	3	0.0	-1	-8

(listing goes on)
#	Molecule	S100A4 MyoIIA	SIRT5 inh	Statin myotox sup	PglD inh	E-selectin induc	DENV2 CPE rescue	ERp5 inh
16	CCOC(=O)C1CCN(S(=O)(=O)c2ccc3c(c2)N(C)C(=O)CC(=O)N3C)CC1	0	0	-3	-3	/	-4	-5
17	COc1ccc(C2C(C#N)=C(N)OC3=C2C(=O)CC(C)(C)C3)cc1OC (centres undefined)	20	-2	/	/	/	-2	-1
18	COc1ccc(-n2c(SCC(=O)Nc3nccs3)nc3c(c2=O)SCC3)cc1	9	0	12	7	0.3	?	5
19	CCc1c(C2(O)CCCCC2)[nH]c2ccc(C(=O)OC)cc12	4	-4	13	0	0.1	0	6
20	CN1CC(=O)N(CC(=O)Nc2ccc(OCc3ccccc3)cc2)C1=O	-6	-2	1	-8	/	-3	0
21	O=C(c1n[nH]c(=O)c2ccccc12)N1CCN(c2ccccc2Cl)CC1	/	/	18	-3	-1.4	/	/
22	CCCc1cc(=O)oc2c(C)c(OCc3nn[nH]n3)ccc12	13	/	9	/	1.8	2	2
23	Cc1c(C)c2ccc(Oc3ccc([N+](=O)[O-])cc3C(F)(F)F)c(C)c2oc1=O	-1	-5	/	-1	/	/	-1
24	CCN=C1S/C(=C\c2ccc(N3CCOCC3)cc2C)C(=O)N1CC	1	-9	/	/	-0.1	-4	10
25	O=S(=O)(/N=C(\[O-])C[n+]1ccccc1)c1ccc(Cl)cc1	11	-2	/	/	6.5	/	6
26	C[C@@H]1CCCCO[C@H](CN(C)Cc2ccc(C(F)(F)F)cc2)[C@H](C)CN([C@@H](C)CO)C(=O)c2cc(NC(=O)c3ccncc3)ccc2O1	-36	13	76*	-2	-0.1	-4	2
27	CCCC(=O)Nc1ccc2c(c1)C(=O)N(C)[C@@H]1CC[C@@H](CC(=O)NCc3ccccc3F)O[C@@H]1CO2	/	/	7	0	0.1	1	/
28	COC(=O)c1cc2oc(C)cc2n1CC(=O)N1CCCc2ccccc21	-9	1	0	-7	/	4	-8
29	COC(=O)[C@H]1[C@H]2C[C@@H]3c4[nH]c5cc(OC)ccc5c4CCN3C[C@H]2C[C@@H](OC(=O)c2ccc(N)cc2)[C@@H]1OC	-29	1	-17	1	0.3	/	-3
30	CC(C)(C)N(Cc1ccccc1)C(=O)c1ccc(Cl)cc1[N+](=O)[O-]	-2	-2	/	/	/	/	2

(list continues)
#	Molecule	S100A4 MyoIIA	SIRT5 inh	Statin myotox sup	PglD inh	E-selectin induc	DENV2 CPE rescue	ERp5 inh
31	C[C@H]1CN([C@@H](C)CO)C(=O)c2cc(C#CCN(C)C)cnc2O[C@@H]1CN(C)Cc1ccccc1	6	-3	12	0	-0.1	6	12
32	C[C@@H]1CN([C@@H](C)CO)C(=O)c2cccc(NS(C)(=O)=O)c2O[C@H]1CN(C)Cc1ccccc1	13	5	16	-2	-0.2	-7	3
33	COc1ccc2oc(C(=O)OC(C)C(=O)N(C)c3ccccc3)c(C)c2c1 (centres undefined)	1	-5	-13	-6	/	2	8
34	Cc1cc(C)c(NC(=O)CNC(=O)Cc2sc(C)nc2-c2ccc(F)cc2)c(C)c1	-1	-8	13	/	-0.6	-8	0
35	Cc1ccc(S(=O)(=O)N2CCOCC2)cc1C(=O)N(Cc1nnc(-c2ccccc2Cl)o1)C1CC1	0	1	-3	-2	-0.7	2	-5
36	O=C(O)CCC(=O)Nc1sc2c(c1C(=O)NCc1ccccc1)CCCC2	-8	4	-9	4	0.2	0	-8
37	CC(C)(C)c1ccc(C(=O)c2c[nH]c(C(=O)O)c2)cc1	5	3	/	/	/	/	7
38	CC(C)Cn1c(SCC(=O)N2CCc3ccccc3C2)nc2cc(Cl)ccc2c1=O	3	-1	/	-1	/	-1	0
39	CCOc1ccccc1C(=O)Nc1ccc2nc3n(c(=O)c2c1)CCCCC3	-1	23*	-47	0	1.0	-4	-1
40	O=C(CC1C[C@H](C(=O)N2CCOCC2)[C@@]2(CCC3CCCC3)c3[nH]c4ccccc4c3CCN2C1=O)NCCC1=CCCCC1 (some centres undefined)	5	-3	11	5	/	19	-3
41	N/C(=N\OC(=O)c1ccc(Cl)c(Cl)c1)c1cccc(CSc2ccccn2)c1	3	-1	/	/	0.2	-3	-5
42	CC(C)NC(=S)N1CCC(Cc2ccccc2)CC1	-5	-3	-17	-3	/	8	-9
43	COCC(=O)N1C[C@@H](C)[C@@H](OC)CN(C)C(=O)c2cc(NC(=O)c3cc(C)on3)ccc2OC[C@H]1C	11	19*	-5	6	0.0	6	1
44	C[C@@H]1CN([C@@H](C)CO)C(=O)c2cc(NC(=O)Nc3ccc4c(c3)OCO4)ccc2O[C@@H](C)CCCCO[C@@H]1CN(C)Cc1ccc(C(=O)O)cc1	6	-6	/	-1	-0.1	2	-8
45	COC(=O)c1ccc(NC(=O)COc2ccc3c(c2)OCO3)cc1	6	0	-3	/	-0.1	-1	1

New compounds follow:
#	Molecule	S100A4 MyoIIA	SIRT5 inh	Statin myotox sup	PglD inh	E-selectin induc	DENV2 CPE rescue	ERp5 inh
46	C[C@@H]1CN([C@H](C)CO)C(=O)c2cc(NC(=O)Nc3cccc4ccccc34)ccc2O[C@H]1CN(C)Cc1ccc(Oc2ccccc2)cc1	1	0	/	-1	/	14	5
47	Cc1cc(=O)n2nc(N3CCC(C(=O)NCc4ccco4)CC3)sc2n1	11	-4	-8	2	/	1	1
48	CN(C)C(=O)C[C@H]1C[C@H]2c3cc(NC(=O)CC4CC4)ccc3O[C@H]2[C@H](CO)O1	6	-3	4	2	0.1	4	-8
49	O=C1C=C(Nc2cccc(Cl)c2)CC(c2ccco2)C1 (centres undefined)	3	-12	9	1	/	/	-3
50	Cc1noc(C)c1NC(=O)Nc1ccc2c(c1)C(=O)N([C@H](C)CO)C[C@H](C)[C@@H](CN(C)C(=O)c1ccccc1)OCCCC[C@@H](C)O2	-2	-5	/	7	0.1	5	4
51	CN(C(=O)CCn1c(=S)oc2ccccc21)C1CCCCC1	5	-2	-5	-3	1.9	-4	-55
52	O=C(Oc1cccc(C(=S)N2CCOCC2)c1)c1cccc(Cl)c1	-3	-8	2	-2	/	16	-30
53	COc1ccc(S(=O)(=O)Nc2cccc3c2O[C@H](CN(C)C(=O)Nc2ccc(C(F)(F)F)cc2)[C@@H](C)CN([C@H](C)CO)C3=O)cc1	-9&-4	3	-6	-2&1	0.6&-0.1	8&-1	-4&3
54	CCC(CC)C(=O)c1c[nH]c(C(=O)OC)c1	2	-5	-5	-2	-1.3	4	5
55	CC(C)(C)C(C(=O)NC1CCCC1)N1CCN(c2ncccc2C#N)CC1 (centres undefined)	4	1	/	/	-0.2	?	5
56	O=C(CSc1nnnn1C1CCCCC1)N1CCOCC1	-15	1	/	/	/	1	7
57	O=C(NC[C@@H]1[C@H](c2ccccc2)[C@H](CO)N1C(=O)C1CCC1)NC1CCCC1	/	/	15	0	0.0	20	/
58	O=C(NC1CCCCC1)C(c1ccccc1)N(C(=O)c1csnn1)C1CC1 (centres undefined)	0	-2	2	4	/	7	2
59	COc1ccc(S(=O)(=O)Nc2ccc3c(c2)C(=O)N([C@H](C)CO)C[C@@H](C)[C@@H](CN(C)S(=O)(=O)c2c(C)noc2C)O3)cc1	-3	4	-17	0	0.4	-3	8
60	COc1ccc(C(=Cc2ccccc2)C(=O)O)cc1	5	3	0	-3	-1.1	-2	6

Full records as entered above. Order of values: S100A4 MyoIIA | SIRT5 inh | Statin myotox sup | PglD inh | E-selectin induc | DENV2 CPE rescue | ERp5 inh
Results for Cc1cc(=O)n2nc(N3CCC(C(=O)NCc4ccco4)CC3)sc2n1 = 11 | -4 | -8 | 2 | / | 1 | 1
Results for COc1ccc(C(=Cc2ccccc2)C(=O)O)cc1 = 5 | 3 | 0 | -3 | -1.1 | -2 | 6

Further entries follow.
#	Molecule	S100A4 MyoIIA	SIRT5 inh	Statin myotox sup	PglD inh	E-selectin induc	DENV2 CPE rescue	ERp5 inh
61	COC(=O)CCCC1=CC2=CC(=O)C(C)(OC(=O)c3cccs3)C(=O)C2=CN1CCN1CCOCC1 (centres undefined)	11	-12	-1	-6	-0.1	16	5
62	COc1cccc(NC(=O)CN(C)C(=O)c2ccc(OCC3CCCO3)cc2)c1 (centres undefined)	6	-2	1	-2	1.2	17	-3
63	C[C@H](CO)N1C[C@H](C)[C@@H](CN(C)Cc2ccc(-c3ccccc3)cc2)Oc2cc(C#C[C@@H](C)O)ccc2S1(=O)=O	2	-2	-47	10	0.5	-1	-2
64	COc1cccc(CN(C)C(=O)c2ccccc2SCC(=O)N2CCCC2)c1	-7	-3	13	0	0.1	-5	1
65	Cc1nc2c(C)cccc2cc1C(=O)N/N=C/c1ccc(C(=O)O)cc1	-4	2	/	/	/	-1	19
66	Cc1cc(NC(=O)CC(C)C)c(=O)n(Cc2ccccc2F)c1	2	0	13	1	0.0	-9	5

Screening data from PubChem.
